MCF10A rereplic: induces DNA re-replication in MCF 10a normal breast cells | actives 2.9% (n = 350,000) | Potency, µM (top dose mostly 46.1 µM), for inactives: top-dose activity, positive = re-replication, usual class: activators | MCF 10A DNA re-replication, Hoechst nuclear intensity, 48 h | AID 624296; note: potency is the fitted concentration of half-maximal effect; % of control where 0% means no effect; nearly all actives have a fitted effect of over 50% in size
HT1080NT lethal: kills 2HG-producing HT-1080-NT fibrosarcoma cells; HT-1080-NT fibrosarcoma viability, CellTiter-Glo ATP luminescence, 48 h; Potency, µM (doses to about 46.1 µM), inactives show top-dose activity, negative = less viability, hits mostly cytotoxic; actives 1.6% (n = 360,000);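 note: NT is the 2HG producing partner of a matched IDH1 knockdown line; potency is the fitted concentration of half-maximal effect; 0% = DMSO-treated cells and -100% = media-only wells without cells; nearly all actives have a fitted effect of over 55% in size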
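Viability of the 2HG-overproducing fibrosarcoma line after 48 hours of compound exposure at 37 degrees C was determined by luminescence with CellTiter-Glo, and concentration-effect curves were then fitted and categorized.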
ATXN2 expr inh: reduces ATXN2 reporter expression in HEK-293 cells; actives 0.72% (n = 360,000); HEK-293 ATXN2-luciferase reporter, luminescence, 24 h; Potency, µM (highest dose often 57 µM), for the others: top-dose activity change, negative = inhibition, hits mostly inhibitors; note: potency is the fitted concentration of half-maximal effect; % is set by controls: 0 for no effect and ±100 for the full control effect; nearly all actives have a fitted effect of over 55% in size
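ATXN2-luciferase reporter cells (luciferase flanked by upstream and downstream ATXN2 gene portions) were treated 24 h at 37 °C with compounds at up to 57 uM. SteadyGlo luminescence gave expression; GF-AFC fluorescence gave viability.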
HT1080 IDH1KD tx: kills HT-1080 cells with IDH1 knockdown | Potency, µM (doses to about 46.1 µM), for inactives: top-dose activity, negative = toxicity, actives largely listed as cytotoxic | HT-1080 IDH1 knockdown viability, ATP luminescence, 48 h | actives 2% (n = 360,000);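 note: potency is the fitted concentration of half-maximal effect; 0% = DMSO wells and -100% = cell-free medium wells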
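Assay cells: HT-1080 with IDH1 knockdown, 750 per well, RPMI/5% FBS. Exposure: 48 h at 37 °C following 2 h pre-incubation. Read: CellTiter-Glo luminescence; fitted concentration-response, curve class assigned.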
SW480 rereplic: induces DNA re-replication in SW480 colon adenocarcinoma cells. Potency, µM (top dose mostly 46.1 µM), for inactives: at the highest dose re-replication activation, most hits filed as activators. actives 1.8% (n = 340,000). SW480 DNA re-replication, Hoechst DNA content imaging, 48 h. AID 624297; note: potency is the fitted concentration of half-maximal effect; % of control where 0% means no effect; nearly all actives have a fitted effect of over 55% in size
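Image-based DNA-content assay: after two days of treatment, nuclei were labelled with the DNA dye Hoechst and imaged, and hits were compounds raising the count of nuclei showing high fluorescence intensity.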
ATXN viability: cell viability loss in ATXN counter-screen; actives 0.49% (n = 400,000); S2 cells (HEK-293 line with an ATXN2-luciferase reporter) viability, CellTiter-Fluor protease fluorescence, 24 h; Potency, µM (top dose mostly 56.7 µM), most hits filed as cytotoxic; note: potency is the fitted concentration of half-maximal effect; nearly all actives have a fitted effect of over 40% in size
KB-3-1 cytotox: KB-3-1 parental cell cytotoxicity; KB-3-1 viability, CellTiter-Glo ATP luminescence, 72 h; Potency, µM (series often up to 46.1 µM), inactives show at the highest dose activity change, negative = cytotoxic, actives largely listed as cytotoxic; actives 1.4% (n = 400,000); AID 1347075; note: potency is the fitted concentration of half-maximal effect; % is set by controls: 0 for no effect and ±100 for the full control effect; nearly all actives have a fitted effect of over 60% in size
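Here the drug-naive KB-3-1 line serves as comparator for MDR sub-line selectivity; cells received compound titrations, 72 h at 37 °C, then CellTiter-Glo readout.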
IL1B secr inh: inhibitors of inflammasome signaling (IL-1 beta secretion); THP-1 LPS/ATP IL-1B secretion, AlphaLISA, 16 h; hits give low values; activity change, % at 57.5 µM; actives 4.7% (n = 360,000); in the data active = activity change below about -50%; inconclusive = mostly about -30% to -49%; note: % is set by controls: 0 for no effect and ±100 for the full control effect
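THP-1 cells pretreated 1 hr with compounds (up to 57.5 uM final), then stimulated with LPS (250 ng/mL final) plus ATP (1.25 mM final); secreted IL-1B measured by AlphaLISA after 16 hr, decreased signal indicating inhibition.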
HepG2 viability: HepG2 cytotoxicity, counter-screen for TGF-b inhibitors; HepG2 CAGA-GFP viability, ATP luminescence, 18 h; Potency, µM (series often up to 46.1 µM), for inactives: top-dose activity change, negative = cytotoxicity, hits mostly cytotoxic; actives 0.76% (n = 410,000); note: potency is the fitted concentration of half-maximal effect; some results filed as inactive show a strong effect at the top dose
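CellTiter-Glo luminescence gave cytotoxicity after 18 hours at 37 degrees C. The cells were HepG2 CAGA-GFP in 1% FBS DMEM, stimulated with 500 pg/mL TGF-beta after compound addition. %Activity was normalised to no-cell wells (complete cell-killing) and DMSO (no toxicity), and curves were fitted and classified.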
An asterisk follows results filed as active; i = inactive; ? = inconclusive; / = not tested or not shown; & = joins results of further samples; [ ] = another dose, or the depositor's remark. Unless noted, calls come from the whole dose curve; as a rule, active = well fitted curve in the direction sought with a large enough effect; inconclusive = small, poorly fitted or top-dose-only effect, or another doubt; inactive = no such curve, though single readings can be large; an effect the other way counts as inactive or inconclusive. An unsorted share of the library. Share with any hit: about 8.9%.

SMILES	MCF10A rereplic	HT1080NT lethal	ATXN2 expr inh	HT1080 IDH1KD tx	SW480 rereplic	ATXN viability	KB-3-1 cytotox	IL1B secr inh	HepG2 viability
COc1cccc2cc(-c3nc(-c4cccs4)cs3)c(=O)oc12	?	-26.4%	53.0%[activator]	-17.2%	6.6%	i	-9.5%	58.3	-28.3%
Cc1cc(Sc2ccc(Cl)cc2)nc2ccccc12	/	/	5.5%	/	/	i	-5.6%	/	3.1%
c1ccc(-c2n[nH]c(-c3ccccn3)n2)cc1	-2.5%	8.2µM*	26.4%	5.8µM*	?	i	-6.6%	-12.1	-38.4%
COCCNC(=O)c1sc2nc(-c3ccccc3)cn2c1C	-10.6%	11.4%	30.0%[activator]	16.2%	-8.4%	i	17.3%	9.3	3.1%
N#CC1=C(N)S[C@H](C(=O)C23CC4CC(CC(C4)C2)C3)[C@H]1c1ccncc1	?	23.1µM*	10.6%	?	?	i	-8.6%	-15.3	-8.1%
CC(=O)N1CCN(c2ccccc2NC(=O)Cc2ccc(Cl)cc2)CC1	1.5%	-15.0%	7.8%	-12.6%	-5.9%	i	24.0%	-11.2	-24.5%
Cc1cccc(NC(=S)N/N=C(\c2ccccc2)C(C)C)c1	11.9%	18.2%	3.9%[11.3 µM]	20.1%	-9.7%	i	-1.2%	8.5	-0.2%
COc1cc(OC)cc(C(=O)N2CCN(C(=O)Cc3ccccc3)CC2)c1	0.4%	4.0%	3.4%	2.6%	0.6%	i	15.3%	20.9	-3.1%
COC(=O)CSCc1nc2ccccc2[nH]c1=O	-5.0%	0.7%	-3.3%	-4.4%	-3.6%	i	-6.1%	22.7	-12.9%
COc1ccc(-n2c(C)nc(=O)c(-c3ccccc3)c2C)cc1	13.4%	10.5%	0.5%	12.1%	2.9%	i	?	41.3	3.0%
COc1ccc(CCN(C)C(=S)Nc2ccc(SC(F)F)cc2)cc1OC	?	-2.6%	-15.8%	-23.0%	?	i	-19.7%	-4.3	-17.9%
COCCN(CC(=O)NCC1CCCO1)C(=O)CCC(=O)Nc1cc(C)ccn1 (configuration not stated)	-0.2%	-4.7%	4.8%	3.9%	-5.9%	i	4.7%	-1.7	-1.3%

3 compounds from above, ordered by the number in SW480 rereplic, lowest first:
compound | SW480 rereplic
CC(=O)N1CCN(c2ccccc2NC(=O)Cc2ccc(Cl)cc2)CC1 | -5.9%
COC(=O)CSCc1nc2ccccc2[nH]c1=O | -3.6%
COc1ccc(-n2c(C)nc(=O)c(-c3ccccc3)c2C)cc1 | 2.9%

More compounds follow.
SMILES	MCF10A rereplic	HT1080NT lethal	ATXN2 expr inh	HT1080 IDH1KD tx	SW480 rereplic	ATXN viability	KB-3-1 cytotox	IL1B secr inh	HepG2 viability
C[C@H](CO)N1C[C@H](C)[C@@H](CN(C)C(=O)Nc2ccccc2)Oc2c(NC(=O)C3CCCCC3)cccc2C1=O	-1.3%	5.6%	3.3%	4.7%	-12.6%	?	16.4%	3.3	-7.2%
Cn1ncnc1SCc1cn2cccnc2n1	-3.0%	14.8%	7.4%	7.5%	-39.4%[inhibitor]	i	0.0%	12.0	-95.3%
CC(=O)c1cccc(-c2ccnc3c2CC(C(=O)Nc2ccccc2)O3)c1 (configuration not stated)	/	-14.9%	-12.5%	1.6%	/	i	-27.5%	-4.7	-13.4%
COc1ccc2c(c1)c(C(=O)O)c(C)n2-c1ccc(Cl)cc1	6.0%	-0.7%	6.2%	-1.4%	1.4%	i	-1.1%	18.4	-9.3%
CCOC(=O)C1=C(C)N(c2ccc(C)c(C)c2)C(=O)/C1=C\c1ccco1	?	2.0%	-11.9%	-20.5%	?	?	0.7%	-4.4	-0.8%
COc1ccc(NC(=O)CNc2ccc(C#N)cc2)cc1	1.2%	19.1%	3.1%	9.9%	0.2%	i	-0.3%	-6.8	5.1%
CN(C)S(=O)(=O)c1cccc(NC(=O)COC(=O)c2cn(-c3ccccc3)nc2-c2ccccc2)c1	?	-5.6%	-5.6%	0.0%	0.2%	?	-0.1%	-21.3	1.6%
CC(=O)Nc1cccc(NC(=O)CSc2nc(=O)n(Cc3ccncc3)c3c2CCC3)c1	0.5%	9.7%	2.7%	6.5%	1.7%	?	2.8%	-14.7	4.9%
CC(C)NC(=O)NC(=O)COC(=O)c1ccc([N+](=O)[O-])cc1Cl	0.2%	-0.9%	-15.7%	0.0%	-7.8%	i	4.5%	-2.8	-25.1%
COc1ccc2c(c1)c(=O)c(C(=O)c1ccc(C)cc1)cn2Cc1ccccc1F	/	/	?	/	/	25.1µM*	?	/	-34.5%
COc1ccc(NC(=O)CN(c2ccc(C(C)C)cc2)S(=O)(=O)c2c(C)noc2C)cc1OC	0.2%	-2.8%	7.4%	2.0%	7.5%	i	0.1%	19.0	-17.6%
CCCCCCn1c(=O)n2n(c1=O)C[C@]1(OC(=O)NC3CCCC3)CN(S(=O)(=O)c3ccc(C)cc3)C[C@]1(O)C2	/	?	?	?	/	?	2.7%	-10.8	-22.7%
Cc1cc(Cl)ccc1OCC(=O)Nc1nc(-c2cccnc2)cs1	-0.8%	-0.8%	/	-0.1%	-25.2%	i	20.9%	0.0	-16.1%
Cc1ccc(NC(=O)NCCOCCn2c(=O)oc3ccccc32)c(C)c1	/	/	-11.8%	/	/	i	-0.6%	/	-11.6%
CCC(=O)NC(Nc1cc(C)ccn1)(C(F)(F)F)C(F)(F)F	3.7%	0.9%	-0.4%	-3.4%	0.7%	i	1.5%	-11.4	-0.8%
COC(=O)c1ccccc1NC(=O)C1CCCN(S(=O)(=O)c2ccccc2)C1 (configuration not stated)	12.0%	2.7%	-28.2%	?	1.2%	i	?	-5.1	-23.7%
CCOC(=O)c1c(NC(=O)COC(=O)c2cc(OC)c(OC)cc2[N+](=O)[O-])sc(C)c1CC	11.5%	13.4%	-7.5%	8.2%	3.7%	i	4.7%	40.7	-16.3%
COc1ccc(-c2[nH]n(-c3ccc([N+](=O)[O-])cc3)c(=O)c2C=NCc2ccccc2)cc1	?	12.2%	-15.0%	17.5%	1.4%	i	-7.1%	14.2	-3.0%
COc1cc2c(=O)n(Cc3ccccc3)c(=O)n(CC(=O)C(C)(C)C)c2cc1OC	-0.9%	-29.7%	1.2%	-23.5%	0.2%	i	14.0%	9.6	2.4%
CSc1nnc(N(CCC#N)CCC#N)s1	-2.8%	10.0%	6.4%	15.7%	-3.5%	i	-2.9%	0.0	-4.2%
Cc1ccc(CNC(=O)C2CCC(=O)N(CCc3ccccc3)C2)s1 (configuration not stated)	0.2%	-4.5%	24.6%	2.3%	-19.9%	i	16.8%	-13.4	-5.5%
CC1CCc2sc(NC(=S)NC(=O)c3ccccc3)c(C#N)c2C1 (configuration not stated)	?	-7.6%	3.3%[11.3 µM]	-11.6%	-7.2%	i	-1.6%	6.2	-13.2%
COc1ccccc1NS(=O)(=O)c1ccc2nc(CCl)[nH]c2c1	2.2%	18.0%	-6.2%	?	-14.0%	i	-9.0%	5.4	-6.2%
COc1cc(C(=O)OC2CCCCC2=O)cc(OC)c1C (configuration not stated)	-1.8%	-18.0%	-6.8%	-25.0%	-1.7%	i	9.8%	2.2	-12.6%

Full records as entered above. Order of screens: MCF10A rereplic, HT1080NT lethal, ATXN2 expr inh, HT1080 IDH1KD tx, SW480 rereplic, ATXN viability, KB-3-1 cytotox, IL1B secr inh, HepG2 viability
CC1CCc2sc(NC(=S)NC(=O)c3ccccc3)c(C#N)c2C1 (configuration not stated) is entered as ?, -7.6%, 3.3%[11.3 µM], -11.6%, -7.2%, i, -1.6%, 6.2, -13.2%
Cc1ccc(CNC(=O)C2CCC(=O)N(CCc3ccccc3)C2)s1 (configuration not stated) is entered as 0.2%, -4.5%, 24.6%, 2.3%, -19.9%, i, 16.8%, -13.4, -5.5%

Just ATXN viability, for some of the entries so far:
SMILES | ATXN viability
COc1ccc2c(c1)c(C(=O)O)c(C)n2-c1ccc(Cl)cc1 | i
CCOC(=O)C1=C(C)N(c2ccc(C)c(C)c2)C(=O)/C1=C\c1ccco1 | ?

Following part
SMILES	MCF10A rereplic	HT1080NT lethal	ATXN2 expr inh	HT1080 IDH1KD tx	SW480 rereplic	ATXN viability	KB-3-1 cytotox	IL1B secr inh	HepG2 viability
Cn1c(SCC(=O)c2ccccc2)nnc1-c1cnccn1	?	-10.8%	30.1%	6.6%	7.2%	i	4.2%	-12.5	3.7%
Cc1ccc(CNC(=O)CCCc2nc3ccccc3s2)cc1	-4.8%	25.8%	-13.5%	23.0%	-3.0%	i	-1.7%	22.1	15.8%
Cc1noc(/C=C/N(C)C)c1S(=O)(=O)N1CCCC(C(=O)Nc2ccc3c(c2)OCO3)C1 (configuration not stated)	?	-5.7%	-15.4%	-4.0%	-4.1%	?	-2.5%	-16.0	-24.5%
Cc1ccc(CCNC(=O)c2ccc3nc(N4CCC(C)CC4)sc3c2)cc1	/	/	19.8%	/	/	i	-3.0%	/	-9.3%
CC1(C)CC(CCC(=O)Nc2ccccc2Cl)C(=O)O1 (configuration not stated)	0.8%	10.4%	6.0%	-24.2%	2.0%	i	4.5%	30.8	-9.4%
Clc1ccc2scc(CN3CCCC3)c2c1	-0.8%	-17.2%	/	6.0%	-5.0%	i	2.4%	-11.1	-26.3%
COc1ccccc1NC(=O)c1ccc(-n2cncn2)nc1	-1.5%	11.0%	1.7%	?	1.4%	?	26.6%	-3.3	-1.1%
CCc1ccc(NC(=O)c2cccc(C(=O)Nc3ccc(CC)cc3)n2)cc1	15.0%	-5.3%	8.8%	-11.7%	3.9%	i	/	-5.2	-49.0%
O=C(O)CSc1c(O)c2ccccc2[nH]c1=O	?	10.4%	/	8.4%	-29.9%	i	0.2%	-5.3	15.8%
O=C1CCN(Cc2ccc(Br)cc2)CCN1[C@H](CO)c1ccccc1	-17.8%	8.9%	3.9%	7.8%	-8.3%	i	?	-9.2	0.8%&3.7%
Cn1c(=O)c2c(ncn2CC(=O)N2CCN(c3ccc(F)cc3)CC2)n(C)c1=O	-6.4%	4.7%	4.6%	10.0%	-31.0%[inhibitor]	i	8.4%	-17.5	8.3%

Source: PubChem BioAssay (National Center for Advancing Translational Sciences (NCATS))
